From PubChem BioAssay
b-catenin transl: modulators of beta-catenin nuclear translocation | AID 1665 | HeLa beta-catenin nuclear translocation, immunofluorescence imaging | nuclear translocation activity, % at 5 µM | actives 0.3% (n = 190,000);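 active means nuclear translocation activity above 50% at 5 µM, with a well cell count of 50 or more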;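 further: per-cell ratio of nuclear to cytoplasmic median beta-catenin stain intensity; plate controls were DMSO negative control for no effect and GSK-3 inhibitor IX positive control for full effect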
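Technique: fluorescence imaging of beta-catenin antibody stain plus DAPI / Material: human HeLa cell line / Incubation: compound treatment 24 h, 37°C, 5% CO2 / Read-out basis: % activation of per-cell nuclear versus cytoplasmic median beta-catenin signal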
ER stress rescue: rescue of cells from ER stress-induced death, primary screen, 384-well, CSM14.1, thapsigargin, ATP luminescence (AID 1222). 190,000 tested, under 10 active. one-dose cellular ATP content (survival), % at 20 µM; EC50 in µM for titrated hits. CSM14.1 thapsigargin-induced death rescue, ATP luminescence; higher % means a stronger effect;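 active means EC50 below 50 µM in the dose-response confirmation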;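 further: death triggered by thapsigargin at about 15 µM added after 2 h compound pretreatment; cell ATP read after overnight thapsigargin exposure of roughly 18 to 22 hours; normalized against plate controls of thapsigargin alone and 5% DMSO vehicle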
Ins promoter up: MIN6 insulin promoter up-regulation | MIN6 insulin promoter-GFP reporter, high-content imaging; hits give high values | z-score at 5 µM | actives 0.3% (n = 190,000) | AID 1625;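 active means z-score above 3 at 5 µM with at least 500 cells counted in the well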
Dynein cargo inh: blocks dynein driven cargo transport along microtubules; 3617.4 mouse cells, GR-EGFP nuclear translocation imaging; test concentration mostly 20 µM; stimulated with dexamethasone, 1 µM; hits give low values; z-score, hits read low; actives 0.47% (n = 220,000);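 active means plate z-score of nuclear minus cytoplasmic receptor signal below a set negative limit, without overly bright fluorescence or cell loss, cut at about -3.5 in these data, passing the limit was not always enough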;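 further: z-score of nuclear minus cytoplasmic ring GR-EGFP intensity difference per well; some compounds called inactive have numbers as strong as hits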
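medium = tetracycline-free induction medium containing charcoal-stripped FBS | probe or stimulus = dexamethasone, 1.0 µM final | timing = 48 h induction, then 1 h compound, then 30 min agonist, 37 °C | detection = automated 10x imaging of fixed Hoechst-stained cells | read-out basis = nuclear versus cytoplasmic GR-EGFP signal, averaged per well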
WT yeast gro inh: growth inhibition of WT yeast, mitochondrial fusion screen | inhibition, % at 10 µM | mitochondrial fusion phenotypic screen, WT strain | actives 2.1% (n = 190,000); in the data active means inhibition above about 58%; tested in S. cerevisiae
Autophagy HCS: alters autophagy in cells. MEF GFP-LC3 puncta imaging; test concentration mostly 10 µM. AID 463193. actives 0.98% (n = 190,000). calls only at 10 µM (by protocol);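 active means percentage of spot-positive cells more than 3 SD above its plate mean, without a fluorescence outlier flag or 80% toxicity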;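 further: spot-positive cell cutoff set from DMSO-treated cells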
XIAP antagonists: small molecules displacing peptide from XIAP – biochemical, IAP family, fluorescence polarization (AID 1018); XIAP BIR domain, fluorescence polarization peptide displacement; higher % means a stronger effect; one-dose displacement, % at 20 µM; IC50 in µM for titrated hits; actives 0.007% (n = 200,000); in the data active means displacement above about 50%; further: a part of the inactive calls stands beside numbers as strong as those of hits
Lipid droplet: modulators of hepatic lipid droplet formation. inhibition, % at 6.5 µM. AML12 mouse hepatocytes, oleate lipid droplets, BODIPY imaging. actives 0.4% (n = 240,000). AID 1656;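 active means lipid droplet intensity inhibited by at least 50%, with more than 500 cells counted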
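Assay system: AML12 hepatocytes (mouse); Probe or stimulus: oleic acid at 100 µM to induce lipid droplet formation; Dosing: compound at 6.5 µM only; Schedule: compound with oleate, overnight; Detection: fluorescence imaging, 20x objective, two fields per well; Measure: % inhibition of lipid droplet signal.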
MT stabilize HCS: stabilizes microtubules in HeLa cells; HeLa tubulin immunostaining HCS, 24 h; share of cells brighter than vehicle mean+2SD; % tubulin-high responders, % at 10 µM; actives 0.83% (n = 200,000); AID 2205;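 active means plate Z-score above 3 for both tubulin-high and condensed-nucleus cell shares, with cell loss under 80%, at 10 µM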;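 further: anti alpha tubulin signal scored within the nucleus-defined area of each cell; some results filed as inactive read as strong as hits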
WT yeast gro inh mutant strain: also measured in WT yeast gro inh; calls as there; inhibition, %; mitochondrial fusion phenotypic screen, mutant strain inhibition
Dynein cargo inh cytoplasmic EGFP: further read-out of Dynein cargo inh, marked with its call; z-score; measured here: cytoplasmic GR-EGFP intensity; hits give high values
Dynein cargo inh nuclear GR-EGFP: second read-out of Dynein cargo inh, no call of its own (marks repeat the call); z-score; measured here: nuclear GR-EGFP intensity;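 lower value marks the stronger effect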
Dynein cargo inh cell count: recorded beside Dynein cargo inh, whose call it bears; z-score; measured here: cell count per field
Ins promoter up cell count: also measured in Ins promoter up; calls as there; cell count; measured here: cytotoxicity, nuclei count;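 total cells summed across four imaged fields per well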
Lipid droplet cells 6.5 µM: also measured in Lipid droplet; calls as there; cell count; measured here: cell count, cytotoxicity flag;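 cells counted across two imaged fields per well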
b-catenin transl cell count 5 µM: also measured in b-catenin transl; calls as there; cell count; measured here: cell count, cytotoxicity flag
MT stabilize HCS Hoechst-high %: recorded beside MT stabilize HCS, whose call it bears; % Hoechst-high responders; measured here: nuclear condensation Hoechst responders;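 share of cells brighter than vehicle mean plus two SD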
MT stabilize HCS cytotoxicity %: also measured in MT stabilize HCS; calls as there; toxicity, %; measured here: cytotoxicity by cell density;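 0% = mean cell density of plate MIN control wells and 100% = no cells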
Autophagy HCS cell loss 18 h: recorded beside Autophagy HCS, whose call it bears; toxicity, %; measured here: cell loss, nuclei count;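 cell loss after 18 h compound exposure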
An asterisk follows results filed as active; i = inactive; nt = not tested or not shown.

Second line of a record – b-catenin transl	b-catenin transl cell count 5 µM	ER stress rescue	Ins promoter up	Ins promoter up cell count	Dynein cargo inh	Dynein cargo inh cytoplasmic EGFP	Dynein cargo inh nuclear GR-EGFP	Dynein cargo inh cell count	WT yeast gro inh	WT yeast gro inh mutant strain	Autophagy HCS	Autophagy HCS cell loss 18 h	XIAP antagonists	Lipid droplet	Lipid droplet cells 6.5 µM	MT stabilize HCS	MT stabilize HCS Hoechst-high %	MT stabilize HCS cytotoxicity %
O=C(CSc1nc2ccc(Nc3nc(N4CCCC4)nc(N4CCCC4)n3)cc2s1)NCc1ccco1
    0.2	1328	nt	0.58	1041	0.26	-0.22	0.55	0.92	nt	nt	nt	nt	nt	-1	662	nt	nt	nt
CC(=O)N(Cc1ccco1)c1nc(C(=O)Nc2ccc(Cl)cc2)c(C)s1
    -3.0	1082	-1.1%	1.7	1497	-0.63	-0.29	-0.68	0.68	42	23	i	3	-10%	-15	540	3.1	2.5	8.3
CCCCCC(=O)NC(=S)Nc1ccc(N2CCOCC2)cc1
    -0.7	955	1.9%	-0.2	1332	0.014	-0.19	0.15	1.2	17	0	i	-4	0.9%	-11	604	5.7	1.4	4.3
COc1ccc(N=CC2=C(O)CC(C)(C)CC2=O)cc1
    0.6	1130	-0.2%	0.08	1022	2	-0.19	1.1	-1.4	8	1	i	4	-5.8%	nt	nt	6.4	3.0	6.4
NC(=O)c1sc2cc(C(F)(F)F)cnc2c1-c1cccs1
    nt	nt	-0.6%	-0.44	931	-0.12	0.27	0.19	-1.6	3	-3	i	11	-6.0%	3	782	0.9	1.9	4.8
O=C(NCCCNCc1ccccc1)c1ccc(/C=N/O)nc1
    -2.3	950	-0.8%	-0.34	1348	-1.1	-0.16	-0.43	0.41	10	8	i	-11	-3.0%	nt	nt	3.1	2.0	6.4
O=C(Cc1ccc(Cl)cc1)NNC(=O)c1cnccn1
    -0.2	967	-1.0%	0.82	1200	1.7	-0.21	0.91	-0.37	16	11	i	0	-2.0%	0	672	2.5	2.6	11
COC(=O)c1[nH]c2ccc(C)cc2c1NC(=O)CN1CCC(C)CC1
    nt	nt	-1.9%	-0.32	1237	-0.34	-0.25	-0.16	1	0	4	i	-5	1.5%	-2	716	2.3	2.0	9.6
O=C(O)COc1ccc(Nc2ccccc2)cc1
    -1.0	1098	-0.7%	1	1275	-0.025	-0.28	0.42	-0.34	-8	-2	i	5	-2.3%	-6	633	2.7	3.0	9.5
C[n+]1ccn(CC(=O)c2ccc(Cl)cc2)c1
    -1.7	899	17%	nt	nt	0.19	-0.35	-0.11	0.093	-7	-16	i	11	0.5%	-33	458	2.0	2.2	2.2
COC(=O)C(C)Sc1nc2c(cnn2-c2ccccc2)c(=O)[nH]1 (stereo not drawn)
    -0.2	1229	-1.3%	1.8	841	-0.43	-0.27	-0.24	0.63	5	-4	i	26	-4.7%	nt	nt	2.0	2.4	7.6
COc1ccc(-n2nnnc2SC(C)C(=O)NCC(=O)Nc2ccc(F)c(F)c2F)cc1 (stereo not drawn)
    2.0	1141	0.4%	-0.75	1463	0.76	0.22	0.85	-0.68	-14	-12	i	1	-1.7%	14	671	3.0	2.5	9.2
O=C(CNS(=O)(=O)c1ccccc1)NCC(=O)OCc1ccc(C(=O)c2ccccc2)cc1
    -5.5	439	3.3%	-0.2	1245	0.55	-0.2	0.41	-0.34	10	13	i	-2	0.6%	-3	647	1.5	2.8	8.1
CC(=O)C1=C(NC(=O)c2ccc(F)cc2)CC2C1C2(C)C (stereo not drawn)
    -1.8	1452	-2.0%	0.7	1354	0.17	-0.25	-0.84	1.1	13	2	i	0	-4.1%	nt	nt	1.7	1.2	3.0
COc1ccc(C(=O)Nc2ccc(N3CCC(C)CC3)cc2)cc1Br
    -2.8	1089	-0.6%	0.41	1496	-1.3	-0.15	-0.24	1.5	-5	8	i	-6	-3.6%	4	662	5.8	3.0	11
NNC(=O)c1cccc(S(=O)(=O)Nc2cccc(C(F)(F)F)c2)c1
    0.5	1253	nt	-0.09	1028	-0.5	-0.79	-0.46	0.48	nt	nt	nt	nt	nt	-18	597	nt	nt	nt
CNC(=S)NNC(=O)c1ccccc1F
    1.2	1083	nt	0.05	1316	-0.49	0.00045	-0.27	-1.2	-1	3	i	-10	-3.1%	-2	715	3.2	2.0	9.4
N#C/C(=C\c1cn(Cc2ccccc2F)c2ccccc12)C(=O)NCc1ccco1
    3.8	1086	-1.7%	-0.06	1583	13	4.3	14	-6.9	-12	13	i	-2	-8.6%	-16	344	4.3	10	3.1
CC(C)NC(=S)NNc1nc2ccccc2s1
    -0.2	995	1.4%	0.57	1195	-0.78	-0.28	-0.06	1	-12	25	i	19	-6.1%	10	667	6.2	2.3	11
COc1ccc(C2=NN(c3ccccc3)C(c3cn(CCC(=O)O)nc3-c3ccccc3)C2)cc1 (stereo not drawn)
    -0.4	1049	-0.1%	-0.17	1209	0.81	-0.26	0.8	-0.4	-11	-5	i	7	-0.6%	4	675	2.8	1.9	4.4
CCN1CCN(Cc2cc(=O)oc3cc4c(cc23)CCC4)CC1
    0.7	1212	-0.4%	0.01	889	-0.77	-0.2	-0.48	0.76	9	-2	i	15	-4.0%	nt	nt	2.9	1.9	8.1
Oc1c(-c2cc(-c3ccco3)[nH]n2)ccc2ccccc12
    2.6	1198	-3.6%	-0.33	1254	0.13	-0.24	0.083	1.2	13	13	i	-8	-1.5%	1	800	3.3	2.9	6.0
Cc1cc(C)c(C(N)=O)c(NCCc2ccccc2)n1
    nt	nt	-2.0%	-0.02	1271	0.58	-0.19	0.37	-0.31	3	44	i	-7	-2.8%	0	704	1.8	2.3	8.0
Cc1cccc(C(C)(C)C)c1OCCn1ccnc1
    -0.7	1071	1.8%	nt	nt	0.19	0.35	0.71	1.8	9	-3	i	2	-1.9%	-86	637	13	1.7	97
COc1cccc(C(=O)N(Cc2cccs2)C2CCS(=O)(=O)C2)c1 (stereo not drawn)
    0.3	1389	nt	-0.38	1115	0.46	-0.24	0.17	0.2	nt	nt	nt	nt	nt	18	696	nt	nt	nt
Cn1nnc(NC(=S)NC(=O)c2ccco2)n1
    0.5	1045	-1.8%	-0.22	1377	0.22	-0.2	0.61	-0.66	3	-7	i	6	-9.5%	-2	707	3.8	4.0	8.7
Cc1nc2ccc3nc(NC(=O)C4COc5ccccc5O4)sc3c2s1 (stereo not drawn)
    -2.0	1156	nt	0.42	1832	-0.57	0.019	-0.047	0.69	22	6	i	18	-2.2%	-1	670	2.6	2.2	0.9
CN(C)S(=O)(=O)c1ccc(Cl)c(C(=O)NCc2ccco2)c1
    nt	nt	-0.7%	0.82	882	0.017	-0.22	0.2	0.67	-12	-7	i	28	-4.4%	9	784	1.0	1.0	3.7
Cc1ccc(S(=O)(=O)N2CCOCC2)cc1NC(=O)CNC1CCCC1
    -0.8	1098	nt	0.53	1593	2	-0.22	0.78	-1.3	nt	nt	nt	nt	nt	-10	693	nt	nt	nt
CCOC(=O)c1sc(NC(=O)CCN2CCN(C)CC2)c(C(=O)OCC)c1C
    0.5	1515	-2.1%	-0.06	1011	-0.85	0.84	-0.41	-4.5	2	8	i	6	-1.7%	-4	600	2.3	1.9	4.7
COC(=O)c1ccccc1NC(=O)c1ccc(-c2ccc(Br)cc2)o1
    nt	nt	-1.2%	0.23	859	-0.0084	-0.15	0.2	0.4	-9	-6	i	11	-0.9%	17	793	3.3	0.8	0.5
C#CCOCCOCCOCCNc1nc(N2CCN(C(=O)[C@H]([C@@H](C)CC)n3cc([C@@H](N)Cc4ccc(O)cc4)nn3)CC2)nc(N2CCN(C(=O)[C@H]([C@@H](C)CC)n3cc([C@@H](N)Cc4ccc(O)cc4)nn3)CC2)n1
    -2.3	1131	0.0%	1.3	1557	-0.79	-0.32	-0.14	0.43	-3	6	i	2	-2.1%	18	719	1.2	1.2	0.8
CCCCNS(=O)(=O)c1ccc(NC(=O)Cc2ccc(OC)cc2)cc1
    -0.6	1087	-0.3%	-0.29	1374	0.41	-0.0072	0.97	-0.82	8	2	i	9	-2.3%	-17	652	7.2	3.7	5.1
COc1ccccc1OCc1ccc(C(=O)N2CCN3CCCC3C2)cc1 (stereo not drawn)
    nt	nt	0.6%	-0.06	955	2.2	-0.18	1.8	-0.53	1	11	i	-7	-14%	-5	745	3.0	1.4	7.3
O=S(=O)(Nc1nc2ccccc2nc1N1CCN(c2ccccc2)CC1)c1ccc(F)cc1
    -0.6	577	-1.0%	0.23	1288	-0.26	-0.26	0.46	0.26	43	-3	i	0	-0.7%	14	717	3.0	1.4	5.7
